# TTR transcr act = TTR transcription activation, primary screen; SH-SY5Y TTR promoter Gaussia luciferase, luminescence; 100% = recombinant luciferase protein wells; activation, % at 16.7 µM; 92,000 tested, 1.3% active; AID 1117267;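 active means activation above the mean of all tested compounds plus 3 SD, cut at about 9.5% in these data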;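 further: cells exposed to compounds for one day before reading; 0% = median of all test compound wells on the plate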
# Numbers without * were called inactive. Some of the compounds tested; the hit share may differ from the screen's.
SMILES,TTR transcr act
O=C(/C=C/c1cccs1)Nc1nc(-c2ccccc2)cs1,-2.9
O=C(NC(=S)Nc1ccccc1N1CCOCC1)c1ccc(Br)cc1,-0.1
COC(=O)C[C@@H]1CC[C@@H](NC(=O)NC2CCCC2)[C@@H](CO)O1,0.9
FC(F)(F)c1cccc(-c2ccc(-c3csnn3)o2)c1,3.6
CCCc1nnc(NC(=O)CCC(=O)N2CCN(C3c4ccccc4-c4ccccc43)CC2)s1,-0.1
O=C(NCCCCNC(=O)c1ccc(F)cc1)c1ccc(F)cc1,3.2
O=C1C=C(c2ccc(Oc3ccccc3)cc2)C[C@@H](c2ccc(F)cc2)C1,3.0
CCOc1ccc(CN2CCN(CCCc3ccccc3)C(CCO)C2)cc1 (stereo not given),-0.6
CCOc1ccc(/C=N/NC(=O)c2nnn(-c3nonc3N)c2COc2ccc(F)cc2)cc1,-0.3
CCSc1nnc(CNc2ccc(F)cc2)n1CC1CCCO1 (stereo not given),0.2
O=C1NC[C@@H](CCCCN2C[C@H](Cc3ccccc3)N(CCc3ccc(O)cc3)C(=O)C2=O)N(CCc2ccccc2)C1=O,-0.8
Cc1cccc(N=Nc2c(N)n[nH]c2-c2ccc(Cl)cc2)c1,1.6
C=CCNC(=S)NNC(=O)c1cccnc1,-1.0
CNc1cnc(-c2cc(OC)c(OC)c(OC)c2)cn1,-0.9
O=C(NCc1ccco1)c1ccccc1NS(=O)(=O)c1ccc2c(c1)OCCO2,2.2
O=C(Nc1c(F)cc(F)cc1Br)c1cc(S(=O)(=O)N2CCN(c3ccccn3)CC2)ccc1F,11*
C/C(=C\C(=O)c1ccccc1)Nc1ccc(O)cc1,-3.1
O=C(NCc1nnc(SCC(=O)N2CCc3ccccc32)o1)c1cccs1,4.8
CCCCCOc1ccc(C(=O)CCC(=O)NC(C)c2ccc(S(N)(=O)=O)cc2)cc1 (stereo not given),-1.4
Cc1onc(C(=O)Nc2sc3c(c2C#N)CCCC3)c1[N+](=O)[O-],2.1

# 2 compounds drawn at random from the list so far, as already listed:
SMILES,TTR transcr act
O=C(NCc1ccco1)c1ccccc1NS(=O)(=O)c1ccc2c(c1)OCCO2,2.2
O=C(NC(=S)Nc1ccccc1N1CCOCC1)c1ccc(Br)cc1,-0.1

# Following part
SMILES,TTR transcr act
CC1(C)CC(=O)C2=C(C1)N(Cc1cccnc1)C(=O)C2(NC(=O)C1CC1)C(F)(F)F (stereo not given),-2.4
CCN(CC(=O)Nc1cc(C)on1)CC(=O)Nc1ccccc1C(F)(F)F,1.9
COC(=O)c1c(C)nc2nonc2c1N,0.3
COc1ccccc1NC(=O)Cn1cc(C#N)c2ccccc21,4.5
O=C(CN1C(=O)C(c2ccccc2)Oc2cccnc21)NCc1ccccc1F (stereo not given),-1.0
O=C(CSc1nc2ccccc2c(=O)n1-c1ccccc1)c1c[nH]c2ccccc12,-1.7
C#CCOCCOCCOCCNc1nc(N2CCN(C(=O)[C@H]([C@@H](C)CC)n3cc(CCCCN)nn3)CC2)nc(N2CCN(C(=O)[C@H](CCCCN)n3cc(CC(C)O)nn3)CC2)n1 (stereo not given in full),-0.2
CCOC(=O)c1csc(NC(=O)CSc2nnnn2-c2ccc3c(c2)OCCO3)n1,0.7
CC(C)N(C(=S)Nc1ccc(S(=O)(=O)N2CCOCC2)cc1)c1ccccc1,0.6
CC(=O)c1ccc(N(CC(=O)NC2CCCCC2)C(=O)CNC(=O)c2ccco2)cc1,1.4
O=C(c1ccc(Br)o1)N1CC=C(c2ccccc2)CC1,-0.7
CCCn1nc(C(=O)OCC(=O)c2ccccc2)c2ccccc2c1=O,0.5
COc1ccc(-c2nn(-c3ccccc3)cc2CNC[C@H]2O[C@@H](n3ccc(=O)[nH]c3=O)[C@H](O)[C@@H]2O)cc1,0.3
Cc1cccc(NC(=O)C(=O)NCCCN2CCOCC2)c1,2.0
O=C(NC(Cc1ccccc1)C(=O)O)/C(=C/c1cccc(Br)c1)NC(=O)c1ccco1 (stereo not given),-1.5
O=C(c1ccccc1-c1ccccc1)N1CCN(c2ccccn2)CC1,-0.2
CN1CCN(/N=C/c2ccc(N(C)c3ccccc3)cc2)CC1,1.3
O=C(CSc1nnc(NC(=O)c2ccc(F)cc2)s1)NCc1ccco1,-0.4
O=C(CN1C2CCCC1CC(NC(=O)C1CCCCC1)C2)Nc1ccccc1C(F)(F)F (stereo not given),-2.5
CCOC(=O)c1cn[nH]c1NC(=S)Nc1ccc(OC)cc1,-1.6

# Sorted by number of heavy atoms (ascending): 13 of the compounds above
SMILES,TTR transcr act
COC(=O)c1c(C)nc2nonc2c1N,0.3
O=C(c1ccc(Br)o1)N1CC=C(c2ccccc2)CC1,-0.7
CCOC(=O)c1cn[nH]c1NC(=S)Nc1ccc(OC)cc1,-1.6
CN1CCN(/N=C/c2ccc(N(C)c3ccccc3)cc2)CC1,1.3
O=C(CSc1nnc(NC(=O)c2ccc(F)cc2)s1)NCc1ccco1,-0.4
CCN(CC(=O)Nc1cc(C)on1)CC(=O)Nc1ccccc1C(F)(F)F,1.9
CC(C)N(C(=S)Nc1ccc(S(=O)(=O)N2CCOCC2)cc1)c1ccccc1,0.6
O=C(CN1C(=O)C(c2ccccc2)Oc2cccnc21)NCc1ccccc1F (stereo not given),-1.0
CC1(C)CC(=O)C2=C(C1)N(Cc1cccnc1)C(=O)C2(NC(=O)C1CC1)C(F)(F)F (stereo not given),-2.4
CC(=O)c1ccc(N(CC(=O)NC2CCCCC2)C(=O)CNC(=O)c2ccco2)cc1,1.4
O=C(CN1C2CCCC1CC(NC(=O)C1CCCCC1)C2)Nc1ccccc1C(F)(F)F (stereo not given),-2.5
COc1ccc(-c2nn(-c3ccccc3)cc2CNC[C@H]2O[C@@H](n3ccc(=O)[nH]c3=O)[C@H](O)[C@@H]2O)cc1,0.3
C#CCOCCOCCOCCNc1nc(N2CCN(C(=O)[C@H]([C@@H](C)CC)n3cc(CCCCN)nn3)CC2)nc(N2CCN(C(=O)[C@H](CCCCN)n3cc(CC(C)O)nn3)CC2)n1 (stereo not given in full),-0.2

# Continuation.
SMILES,TTR transcr act
O=C(CN1CC(=O)Oc2ccccc21)OCC(=O)c1ccc(F)cc1,-1.3
COc1ccc(Br)cc1S(=O)(=O)n1ccnc1C,0.3
CCOc1c2ccc(C(=O)NCc3ccc4c(c3)OCO4)cc2nn1C,1.0
Cc1n[nH]c(C)c1S(=O)(=O)N1CCCC(C(=O)NC2CCCc3ccccc32)C1 (stereo not given),-1.1
O=[N+]([O-])c1cccc(-n2nncc2-c2ccccc2)c1,1.6
CN1OC[C@@H]2CN(C(=O)CCc3ccccc3)[C@H](c3cccc(Oc4ccccc4)c3)C[C@@H]21,0.0
CCCCC(=O)N[C@@H]1CC[C@@]23CCCN2C(=O)CCC[C@H]3[C@H]1C,0.7
COc1ccc(/C=N/NC(=O)c2nn(-c3ccccc3)c(=O)c3c(N)scc23)cc1,1.1
O=C(Nc1cccc(S(=O)(=O)N2CCCCC2)c1)C1CCC1,-1.6
CCOC(=O)c1c(C)n(C)c2cc(-c3cccc(C(F)(F)F)c3)c(O)cc12,3.3
COc1ccc(-c2ccc3c(c2)C2CC3CCN2C(=O)C2CCCCC2)cc1 (stereo not given),0.5
CCCCn1nc2cc(C(=O)NCc3ccco3)ccc2c1OCC,0.0
CCn1ccc(C(=O)NCCCN2CCCC2=O)n1,0.0
O=C(COC(=O)COc1ccccc1[N+](=O)[O-])NC1CCCCC1,2.3
Cc1ccc(CN2CCCCC(NC(=O)Nc3cccc([N+](=O)[O-])c3)C2=O)cc1 (stereo not given),-1.5
CC(C)OC(=O)CCCN1C(=O)c2ccc(N)cc2C1=O,1.7
CC(C)c1ccc(NC(=O)C2C3C=CC(CC3)C2C(=O)O)cc1 (stereo not given),4.4
CCC(C)(C)NC(=O)C(c1ccc(O)cc1)N(C(=O)Cn1nnc2ccccc21)c1ccc(NC(C)=O)cc1 (stereo not given),1.6
COC(C/C=C/[C@@H](O)[C@H](C)OCc1ccccc1)OC,0.6
Cc1cccc(CSc2ncnc3nc[nH]c23)c1,-0.3
O=C(CCN1C(=O)[C@@H]2Cc3ccccc3CN2C1=O)NCc1ccc(Cl)cc1,0.2
CCCOc1ccc(N2C(=O)CC(NCCCN3CCC(C(N)=O)CC3)C2=O)cc1 (stereo not given),0.2
COc1ccc(N(C(=O)c2ccco2)S(=O)(=O)c2ccc(F)cc2)cc1,4.9
Cc1ccccc1CNC(=O)Nc1cccs1,-0.9
CN1C(=O)N(C)C2(C)CC1(C)N(C)C(=O)N2C,-0.6
COc1cccc(CN2CCNC(=O)C2CC(=O)NCCCC2CCCC2)c1OC (stereo not given),0.4
O=C(Cn1nc(C(=O)O)c2ccccc2c1=O)Nc1ccc2c(c1)OCO2,-0.1
CCN(CC)C(=O)COCc1cc(-c2ccc3c(c2)OCO3)on1,1.9
CCOC(=O)c1c(N)c2cc([N+](=O)[O-])cnc2n1C,1.7
COC(=O)[C@]12C[C@H](CC(=O)N3CCN(C(=O)C4CC4)CC3)C(=O)N(CCC3=CCCCC3)C1=C[C@H](C(C)C)O[C@@H]2C1CC1,0.5
CC(C)c1ccc(NC(=O)CNS(=O)(=O)c2ccc(F)cc2)cc1,-2.2
O=C(Nn1cnnc1)c1ccc(Cl)cc1,0.0
Cc1nc2ccccc2c(=O)n1/N=C/c1ccc(O)c(O)c1O,3.5
O=C(Nc1ccccn1)c1ccc(NC(=O)c2ccco2)cc1,1.9
CC(SC1CCCC1)C(=O)Nc1ccnn1C(C)C (stereo not given),1.4
O=C1CSc2nc3ccccc3n21,-1.6
O=C(c1cccs1)n1ccc2ccc(-c3ccc4ccn(Cc5ccccc5)c4c3)cc21,-0.9
CCN(Cc1ccccc1)C(c1cc2ccc(C)cc2[nH]c1=O)c1nnnn1CCOC (stereo not given),0.3
CC(C)(C)c1ccc(CCC2OCC(CN3CCOCC3)O2)cc1 (stereo not given),-0.4
O=C(CN1CCN(Cc2cccc(Cl)c2)C1=O)NCC1CCCO1 (stereo not given),3.0
C/C(=N\NC(=O)CSCc1ccc([N+](=O)[O-])cc1)c1cccc(Br)c1,3.9
O=C(c1ccc2c(=O)n3c(nc2c1)CCCCC3)N1CCc2ccccc21,-0.9
CC(C)c1nnc(NC(=O)CCC(=O)NC2CCCCCCC2)s1,-0.4
CCn1nc(NS(=O)(=O)c2ccccc2[N+](=O)[O-])c2cc3cccc(C)c3nc21,-2.7
CN(c1ccccc1)S(=O)(=O)c1cccc(NC(=O)c2cncc(Br)c2)c1,2.1
Cc1ccc(C(=O)OCC(=O)NCc2cccs2)cc1S(=O)(=O)N1CCOCC1,-1.4
CCOC(=O)CCc1c(C)c2ccc(OCc3nn[nH]n3)c(C)c2oc1=O,3.8
CCOC(=O)C(=COC(=O)c1ccccc1)NC(=O)Cc1ccccc1,-1.8
CCCOC(=O)CCCN1C(=O)/C(=C2\SC(=S)N(CCCC(=O)OCCC)C2=O)SC1=S,-0.6
O=C(COc1ccc([N+](=O)[O-])cc1Cl)N1CCc2ccccc21,-0.1
NC(=O)c1cccc(-c2ccnc3c2CC(C(=O)NCc2ccc(F)c(F)c2)O3)c1 (stereo not given),1.5
O=C(C1=NN(c2ccccc2)C2C(=O)N(c3ccccc3)C(=O)C12)c1ccccc1 (stereo not given),0.8
Cc1nn(CC(=O)c2ccc(Br)s2)c(C)c1[N+](=O)[O-],1.1
COc1cc(C#Cc2c(-c3ccccc3OC)oc3ccccc23)cc(OC)c1,1.5
O=S(=O)(Cc1noc(-c2ccccc2Cl)n1)c1ccccn1,-1.2
COc1ccc(C(=O)COC(=O)Cc2c[nH]c3ccccc23)c(OC)c1,-1.5
C#CCN1CC(C)/C(=N/O)CC1C (stereo not given),-0.2
COc1cc2c(cc1NC(=O)CSc1ccccn1)oc1ccccc12,2.9
CCC(C)(C)C(=O)Nc1nnc(CCc2ccccc2)s1,-0.7
Cc1cc(NC(=O)CCC(=O)N(Cc2ccco2)C2(C(=O)NC3CCCC3)CCCCC2C)no1 (stereo not given),0.2
# Next entries
SMILES,TTR transcr act
COC(=O)[C@]12C[C@H](CC(=O)N3CCCC3)C(=O)N(Cc3ccc(Cl)cc3Cl)C1=C[C@H](C(C)C)O[C@@H]2C1CC1,-0.6
COc1ccc(NC(=O)c2csc3c2CCCCC3)c(OC)c1,-0.8
CCOc1cc(N2CCOCC2)c(OCC)cc1NC(=O)CN1CCCC(C)C1 (stereo not given),-2.7
CCOc1cccc(CN2CCN(c3cccc(C(F)(F)F)c3)CC2)c1O,0.2
O=C(NCCN1CCCCC1)c1cc(COc2c(F)cccc2F)on1,0.5
COC(=O)c1cc(=O)n(-c2c(Cl)cc(C(F)(F)F)cc2Cl)[nH]1,-0.2
C=CC[C@@H](CC(=O)OC(C)(C)C)C(=O)OC[C@H]1CCCN1C(=O)[C@@H](CC=C)CC(=O)N(CCO)Cc1ccccc1,-1.6
Cc1cccc2cc(C3CC(c4ccco4)=NN3C(=O)CCC(=O)O)c(Cl)nc12 (stereo not given),-1.0
Cc1cccc(N2N=C(C(=O)N3Cc4ccccc4CC3C(N)=O)CCC2=O)c1 (stereo not given),-0.2
C[C@H](CO)N1C[C@H](C)[C@@H](CN(C)Cc2ccc(Cl)c(Cl)c2)Oc2c(NS(=O)(=O)c3cn(C)cn3)cccc2C1=O,-1.7
COc1ccc(N/C(=C2\CCCC2=O)C2CCCCC2)cc1,2.1
COc1ccc(C(=O)NCC(=O)OCc2ccc(F)cc2Cl)cc1OC,-0.4
Cc1ccc(N(CCC#N)C(=O)COC(=O)c2ccccn2)cc1,0.6
O=C(N1CCCCC1)N1CCN(c2ccc(Cl)cc2)CC1,-1.4
CC(C)C(C)NC(=O)COc1ccc([N+](=O)[O-])cc1Cl (stereo not given),0.0
C=CCN1C(=O)[C@H](CC(=O)NCc2ccccc2)[C@@]2(C(=O)OCC)CCCC=C12,1.9
Cc1cc(OCc2cc(C(=O)N(C)Cc3ccccn3)no2)cc(C)c1Cl,-2.1
Cc1cc(C)cc(Oc2coc3c(CN(C)C)c(O)ccc3c2=O)c1,0.7
O=[N+]([O-])c1ccc(CSc2nnc3ccccn23)cc1,-0.2
O=C(O)CSCC(=O)Nc1cccc2ccccc12,10.0*
CC(C)(C)NC(=O)C(OC(=O)c1cccs1)c1ccc(F)cc1 (stereo not given),0.6
CC(C)Cc1nnc(NC(=O)CS(=O)(=O)Cc2ccccc2)s1,3.0
